Pf growth 48h – inhibits P. falciparum growth in the first generation, 48 h | P. falciparum luciferase growth in erythrocytes, 48 h | actives 5.9% (n = 310,000) | Potency, µM (titrated, usually from 28.7 µM), for inactives: at the top dose activity change, negative = inhibition, usual class: inhibitors; also: potency is read from the fitted curve at half-maximal effect; % is scaled to controls: 0 for no effect and ±100 for the full control effect
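Compounds are pin-transferred into medium, infected erythrocytes (2% hematocrit, 0.1% parasitemia final) are added, and plates sit one parasite generation at 37 C in 5% CO2. Detection reagent is then added and luminescence measured.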
HCV inh – inhibitors of hepatitis C virus infection; Huh7.5.1 HCVcc-Cre infection, luciferase reporter, 44 h; Potency, µM (titrated, usually from 41.8 µM), for the others: at the top dose activity change, negative = inhibition, most hits filed as inhibitors; actives 3.4% (n = 340,000); also: potency is read from the fitted curve at half-maximal effect; % is scaled to controls: 0 for no effect and ±100 for the full control effect
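Luciferase read-out (15 sec integration) after a 15 min room-temperature substrate step quantifies HCVcc-Cre infection. Cells, 1,000 per well, had compound added 4 h post-plating, then virus at ~0.5 moi, and were cultured 44 h.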
CHX counter – counter-screen hit for Shiga toxin inhibitors, cycloheximide | cell reporter, cycloheximide protein synthesis inhibition counterscreen | max response, % | actives 12% (n = 300,000) | AID 2314; in the data active = max response mostly above about 13%, no sharp cut-off; inactive = mostly below about 14%; also: read at 38.3 µM for the half of the compounds with a filed dose; 0% is about no effect
Shiga inhibitor – blocks Shiga toxin action in Vero cells; actives 9.2% (n = 290,000); inhibition, % at 38.7 µM; Vero cells, Shiga toxin protein synthesis inhibition reporter; AID 2315; in the data active = inhibition mostly above about 28%, no sharp cut-off; inactive = mostly below about 43%; also: 0% is about no effect
Pf growth 96h – P. falciparum growth inhibition at 96 hour, primary screen for plastid delayed-death inhibitors; Potency, µM (top dose mostly 28.7 µM), without a hit: at the top dose activity change, negative = inhibition, hits mostly inhibitors; actives 6.9% (n = 320,000); AID 504834; P. falciparum luciferase reporter growth, 96 h; also: potency is read from the fitted curve at half-maximal effect; % is scaled to controls: 0 for no effect and ±100 for the full control effect
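Compounds incubated with erythrocytes infected by luciferase-expressing P. falciparum (2% hematocrit, 0.05% parasitemia final) for 96 hours, 37 C in 5% CO2. Growth inhibition scored as decreased luciferase luminescence.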
FBPA Giardia inh – blocks Giardia fructose-bisphosphate aldolase activity; Potency, µM (top dose mostly 59.6 µM), for inactives: top-dose activity, negative = inhibition, actives largely listed as inhibitors; actives 0.71% (n = 290,000); A8B2U2; purified Giardia FBPA; also: potency is read from the fitted curve at half-maximal effect; % is scaled to controls: 0 for no effect and ±100 for the full control effect; nearly all actives have a fitted effect of over 55% in size
Target sequence (A8B2U2 whole entry, looked up): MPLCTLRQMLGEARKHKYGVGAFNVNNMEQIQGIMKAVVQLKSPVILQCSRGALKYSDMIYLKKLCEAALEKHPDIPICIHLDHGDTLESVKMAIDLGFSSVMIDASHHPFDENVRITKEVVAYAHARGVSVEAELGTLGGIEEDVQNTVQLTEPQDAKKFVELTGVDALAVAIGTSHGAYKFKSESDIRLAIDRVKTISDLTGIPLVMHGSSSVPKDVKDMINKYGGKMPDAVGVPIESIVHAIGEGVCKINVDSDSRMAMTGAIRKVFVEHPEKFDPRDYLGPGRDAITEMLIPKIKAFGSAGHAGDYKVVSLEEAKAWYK
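40 nM FBPA preincubated 10 min at RT with compound (up to 57.5 uM final), then substrate plus GAPDH/TPI/NAD/arsenate coupling and diaphorase/resazurin added. Fluorescence read after 20 min at RT, 525/598 nm.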
An asterisk follows results filed as active; ? = inconclusive; · = no result given; & = joins results of further samples; ! = a repeat was not active; [ ] = remark or other dose. Unless noted, calls follow the shape of the dose curve; as a rule, active = well fitted curve in the direction sought with a large enough effect; inconclusive = small, poorly fitted or top-dose-only effect, or another doubt; inactive = no such curve, though single readings can be large; an effect the other way counts as inactive or inconclusive.

cpd | compound | Pf growth 48h | HCV inh | CHX counter | Shiga inhibitor | Pf growth 96h | FBPA Giardia inh
1 | Cc1cccc(N2CCN(Cc3nc(-c4ccccc4Cl)oc3C)CC2)n1 | -6% | ? | -1 | -2 | -4% | 2%
2 | Fc1ccccc1-c1ccc(/C=N/Nc2nc3ccccc3[nH]2)o1 | ? | 0% | 50* | 49* | 0.93µM* | 5%
3 | CCOc1ccc(C(=O)C[n+]2ccc(C(=O)NCc3ccccc3)cc2)cc1 | 2% | 16% | -3 | -2 | 16% | -11%
4 | Cn1/c(=N\NC(=O)c2ccccc2Cl)sc2ccccc21 | 178%[activator] | 7% | 31* | 75* | ? | -11%
5 | O=C(NC1CCN(Cc2ccccc2)CC1)C1CCCN(c2nnc(-n3cccc3)s2)C1 (stereo unspecified) | ? | ? | -3 | 5 | -16% | 7%
6 | Cc1ccc(-n2c(C)c3c(C)nnc(C)c3c2C)cc1C | · | ? | -2 | -7 | ? | -27%
7 | O=C1c2[nH]nc(-c3ccccc3O)c2C(c2cccc(O)c2)N1Cc1ccco1 (stereo unspecified) | 2% | ? | 0 | -11 | ? | -2%
8 | CC(=O)OCC(=O)C1=CCC2C3CCC4=CC(=O)C=CC4(C)C3(F)C(OC(C)=O)CC12C (stereo unspecified) | ? | 14% | -2 | -11 | 186%[activator] | 5%
9 | CCO/N=C(\C)c1c(O)cc(C(C)C)n(-c2ccccc2)c1=O | -13% | 7% | -6 | -4 | 16% | -2%
10 | COc1ccc(NCc2ccc([N+](=O)[O-])s2)c(OC)c1 | -11% | -4% | 25* | 34* | ? | ?
11 | COc1ccc2[nH]c(C(=O)NCCCn3ccnc3)cc2c1 | ? | -1% | -2 | -5 | ? | -2%
12 | Cc1cccc(C)c1NC(=S)NC(C)CCc1ccccc1 (stereo unspecified) | -81% | ? | -9 | -9 | ? | 8%
13 | COCC(=O)N(C)C1(c2nnnn2CCOC(=O)Nc2ccc(Cl)cc2)CCCCC1 | ? | 17% | 1 | -11 | 9% | 2%
14 | NC(=O)c1nsc(C(=O)N(Cc2cccnc2)C(C(=O)NC2CCCCC2)c2ccc(F)cc2)c1N (stereo unspecified) | ? | 5% | 7 | 15 | 3% | 12%
15 | Cc1cc2ncn(S(=O)(=O)c3ccc(S(=O)(=O)N4CCOCC4)cc3)c2cc1C | 11% | ? | -1 | 20 | 13% | -19%
16 | Cc1cccc2cc(C(c3nnnn3C(C)(C)C)N3CCN(C(=O)c4ccco4)CC3)c(=O)[nH]c12 (stereo unspecified) | 3.3µM* | -5%&5% | -2 | -2 | -25% | -1%
17 | CCOC(=O)c1c(S(=O)(=O)Nc2ccc(F)cc2Cl)c(C)n(C)c1C | -14% | ? | 1 | -2 | ? | -6%
18 | O=C(NCCCCNC(=O)c1cccs1)c1cccs1 | 0% | 26% | -4 | -3 | ? | 1%
19 | CN(CC(=O)Nc1ccc(F)cc1)C(=O)C1Cc2ccccc2CN1S(C)(=O)=O (stereo unspecified) | 1% | 5% | · | · | 9% | ·
20 | N=c1sccn1CC(=O)Nc1ccccc1Oc1ccccc1 | · | -13% | -3 | 6 | 9% | -1%
21 | Cc1ccc(C(=O)NN2C(=O)/C(=C/c3cccn3C)SC2=S)cc1 | 18% | ? | 2 | -7 | 8% | -15%
22 | COc1cccc(NS(=O)(=O)c2c(C)cc(C)cc2C)c1 | 13µM* | -3% | 2 | -7 | ? | -24%
23 | O=C1CCCC2=C1C(c1ccc(Cl)cc1)n1c(s/c(=C\c3ccc4ccncc4c3)c1=O)=N2 (stereo unspecified) | ? | -22% | -1 | 1 | ? | 5%
24 | CCCNC(=O)c1ccc2c(=O)c(O)c(-c3ccc(OC)cc3)[nH]c2c1 | ? | ? | -3 | -7 | ? | 6%
25 | O=C(NCCc1ccc(Cl)cc1)C1CCCN1C(=O)NCc1ccccc1 (stereo unspecified) | 8% | 5% | -2 | 2 | 35%[activator] | 20%
26 | Cc1ccnc(NC(=O)Cc2ccc(-c3ccccc3)cc2)c1 | 8% | 4µM* | 72* | 80* | 255%[activator] | -4%
27 | CSc1ccccc1NC(=O)c1ccccc1N(Cc1ccccc1)S(C)(=O)=O | -10% | 10% | -2 | -24 | 1% | -1%
28 | CCOc1cc(C(C(=O)NCC2CCCO2)N(C(=O)Cn2nnc3ccccc32)c2ccccc2C(C)=O)ccc1O (stereo unspecified) | ? | -1% | -2 | -12 | ? | 4%
29 | CN1C(=O)CC(N2CCC(C(N)=O)CC2)C1=O (stereo unspecified) | 13% | 21% | -3 | -3 | ? | 1%
30 | COc1ccc(NC(=O)CNCCC2=CCCCC2)cc1 | 0% | -21% | 11 | 19 | · | 5%

A run of entries from further up:
cpd | compound | Pf growth 48h | HCV inh | CHX counter | Shiga inhibitor | Pf growth 96h | FBPA Giardia inh
1 | Cc1cccc(N2CCN(Cc3nc(-c4ccccc4Cl)oc3C)CC2)n1 | -6% | ? | -1 | -2 | -4% | 2%
2 | Fc1ccccc1-c1ccc(/C=N/Nc2nc3ccccc3[nH]2)o1 | ? | 0% | 50* | 49* | 0.93µM* | 5%

Later entries:
cpd | compound | Pf growth 48h | HCV inh | CHX counter | Shiga inhibitor | Pf growth 96h | FBPA Giardia inh
31 | O=C1CCc2cc(S(=O)(=O)Nc3ccccc3F)cc3c2N1CCC3 | 2% | 11% | · | · | 53%[activator] | ·
32 | COc1ccc(/C=C2/C(=N)N3C(=NC2=O)Sc2cc(S(C)(=O)=O)ccc23)cc1OC | -8% | -2% | -3 | 3 | -6% | 1%
33 | COC(=O)c1ccc(COc2ccc(/C=N/N3CCN(C)CC3)cc2)cc1 | 124%[activator] | 16% | 56* | 155* | 10% | 7%
34 | COc1ccc(CCNC(=O)C2CCC(=O)N(CCc3ccc(OC)cc3)C2)cc1 (stereo unspecified) | 12% | 1% | 16 | 23 | 1% | 0%
35 | Cc1ccc(NC(=S)N(N)CCO)cc1 | 105%[activator] | 12% | 22 | 43* | -25% | -28%
36 | CCN1CCC(N2CCN(c3ccccc3OC)CC2)CC1 | -4% | -23% | -3 | -5 | ? | 2%
37 | Cc1cccc(NC(NC(=O)Cc2ccccc2)C(Cl)(Cl)Cl)c1 (stereo unspecified) | ? | 7% | -3 | -9 | ? | 0%
38 | Cc1ccc2c(c1)C1CN(C)CCC1N2C(=O)c1ccco1 (stereo unspecified) | 32%[activator] | 4% | 7 | -5 | · | 15%
39 | Cc1cc(C)n(-c2nc3ccccc3nc2Nc2ccc3c(c2)OCO3)n1 | ? | -6% | -2 | 12 | 99%[activator] | -7%
40 | FC(F)(F)c1ccc2c(c1)[nH]c(=S)n2C1CC1 | -9% | 5% | -1 | -22 | 74%[activator] | 2%
41 | COCCCNC(=O)[C@H]1N2C(=O)c3ccccc3C2SC1(C)C (stereo partly specified) | 1% | 2% | -2 | -3 | 43%[activator] | ?
42 | COc1cc(CCCN[C@H](CN)Cc2ccccc2)cc(OC)c1OC | ? | -1% | · | · | ? | ·
43 | COc1ccc(/C=C(\NC(=O)c2ccc(Cl)cc2)C(=O)NCCCn2ccnc2)cc1OC | -6% | 13% | -2 | -3 | -8% | ·
44 | Cc1ccc(C)c(SCC(=O)Nc2cccc(S(=O)(=O)NC3=NCCCCC3)c2)c1 | 10% | ? | -4 | 13 | -26% | -5%
45 | O=c1[nH]c(N2CCOCC2)nc2ncn(Cc3ccccc3)c12 | -4% | 2% | -5 | 16 | -13% | 0%
46 | Cc1cc(Cl)ccc1NS(=O)(=O)c1c(C)[nH]c(=O)[nH]c1=O | 23% | -2% | -2 | 17 | 9% | 5%
47 | OCC1(Cc2ccc(Cl)cc2)CCN(CC2CC=CCC2)CC1 (stereo unspecified) | 6.6µM* | ? | -2 | -21 | 49%[activator] | 2%
48 | CCC/C=N/O | 27% | 6% | · | · | 53%[activator] | ·
49 | CCOC(=O)c1c(/N=C/c2c(O)n(-c3ccc(F)cc3)c(=S)[nH]c2=O)sc2c1CCCC2 | 15% | 7% | -5 | -11 | · | -2%
50 | COCCn1nnnc1C(c1cccs1)N1CCN(c2cccc(C(F)(F)F)c2)CC1 (stereo unspecified) | ? | -11% | -2 | -17 | · | -1%
51 | O=C(NC1CCN(Cc2ccccc2)CC1)c1ccc(Oc2cc(Cl)cc(Cl)c2)o1 | ? | ? | -1 | -5 | ? | 4%
52 | CC(C)=CCC/C(C)=C/CO | 4% | · | · | · | 10% | 6%
53 | COc1ccc(NC(=S)N2CCC(C(=O)c3ccc(F)cc3)CC2)c(OC)c1 | 20% | -24% | 0 | -3 | -26% | -12%
54 | O=C(NCC(c1ccco1)N1CCc2ccccc21)c1cccc(F)c1 (stereo unspecified) | ? | ? | · | · | ? | ·
55 | Cc1cccc(NC(=O)CNC(=O)CN2C(=O)NC3(CCCc4ccccc43)C2=O)c1C (stereo unspecified) | 3% | -2% | · | · | 19% | ·
56 | CC(OC(=O)c1ccc2c(=O)n3c(nc2c1)CCCCC3)C(=O)Nc1ccc(F)cc1Cl (stereo unspecified) | 12% | 19% | 2 | 10 | 21% | 6%
57 | Cc1ccc(S(=O)(=O)NCCSc2nncn2C)cc1 | 44%[activator] | -5% | -2 | -7 | -11% | 1%
58 | CNC(=O)c1sc2nc(-c3ccc(OC)cc3)cn2c1C | · | ? | 86* | 146* | 7% | ?
59 | CCOc1ccccc1N(CC(=O)Nc1ccc(S(=O)(=O)N2CCCC2)cc1)S(C)(=O)=O | -18% | 17% | -3 | 24 | -20% | 4%
60 | CCOC(=O)C1=NN(c2ccccc2C)C2=NC(C)=C(C(=O)OC)C(c3cccc(OC)c3)N12 (stereo unspecified) | -3% | 44%[activator] | 8 | 4 | ? | -10%

Next section:
cpd | compound | Pf growth 48h | HCV inh | CHX counter | Shiga inhibitor | Pf growth 96h | FBPA Giardia inh
61 | CCOc1ccc(CCNC(=O)CCc2nc(-c3ccc(C)cc3)no2)cc1OCC | ? | ? | -3 | 20 | -1% | 0%
62 | CCc1cccc(C)c1NC(=S)NCC(c1cccnc1)N(C)C (stereo unspecified) | -10% | 30% | 3 | -7 | -67% | 5%
63 | O=C(Nc1ccccc1)c1ccc(S(=O)(=O)Nc2cccc(O)c2)cc1 | 2% | ? | -1 | -24 | 35%[activator] | ·
64 | O=C(O)CSCC(=O)N1CCCCC1 | 2% | 0% | 1 | 12 | ? | 5%
65 | CCOC(=O)C1=C(C)OC(N)=C(C#N)C1c1c(C)nn(-c2ccc(C)cc2)c1Cl (stereo unspecified) | · | · | -2 | -29 | -16% | -12%
66 | CC1(C)CC(=O)C2=C(C1)OC(N)=C([N+](=O)[O-])C2c1cccs1 (stereo unspecified) | 0% | 27% | -1 | 9 | 4% | -15%
67 | CCCCCC(O)c1cccc(OCc2ccc3ccccc3n2)c1 (stereo unspecified) | ? | 14µM*! | 6 | 20 | ? | -8%&2%&-10%
68 | CCOc1cccc2sc(N(CCN(CC)CC)C(=O)c3ccc(S(=O)(=O)N4CCCCC4)cc3)nc12 | ? | 4% | -5 | -13 | -7% | 1%
69 | COc1ccc2c(c1)cc(C(=O)N[C@@H](CCSC)C(=O)N1CCC[C@H]1C(=O)O)n2C | 16% | 7% | -2 | 8 | 3% | -4%

One compound at a time (already shown). Order of values: Pf growth 48h, HCV inh, CHX counter, Shiga inhibitor, Pf growth 96h, FBPA Giardia inh
Shown for CCCCCC(O)c1cccc(OCc2ccc3ccccc3n2)c1 (stereo unspecified) : ?, 14µM*!, 6, 20, ?, -8%&2%&-10%
Shown for CC1(C)CC(=O)C2=C(C1)OC(N)=C([N+](=O)[O-])C2c1cccs1 (stereo unspecified) : 0%, 27%, -1, 9, 4%, -15%
Shown for CCOc1ccc(CCNC(=O)CCc2nc(-c3ccc(C)cc3)no2)cc1OCC : ?, ?, -3, 20, -1%, 0%
Shown for CCOc1cccc2sc(N(CCN(CC)CC)C(=O)c3ccc(S(=O)(=O)N4CCCCC4)cc3)nc12 : ?, 4%, -5, -13, -7%, 1%
